AddAB inh: growth inhibition of E. coli expressing H. pylori AddAB, primary screen, AddAB inhibitor project, absorbance; inhibition, % at 11.9 µM; hit rate 0.29% among 330,000; AID 435030, 2010; in the data active means inhibition above about 12%;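 further: 0% = vehicle wells of infected cells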
Mot1-301 SUMO: yeast Mot1-301 growth rescue at high temperature, primary screen, SUMOylation pathway inhibitor project, S. cerevisiae, ATP luminescence, 38.5C | S. cerevisiae Mot1-301 growth rescue; percent above DMSO median, 100 means doubled | growth rescue, % at 18.8 µM | hit rate 1% among 320,000;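 active means every valid replicate shows activation above 250% relative to neutral control wells; inactive means the rest, any valid replicate at or below 250%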;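 further: OY570 slx delta 5 strain wells were the positive control but not used for scaling; some compounds called inactive have numbers as strong as hits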
HTR5A inv ag: HTR5A inverse agonists in luminescence cell assay, primary screen, counter-screen for OPRM1-OPRD1 heterodimer inverse agonist project, full-deck HTS. HTR5A cell line, inverse agonism. 5-hydroxytryptamine receptor 5A (Homo sapiens), P47898. hit rate 0.083% among 340,000. inhibition, % at 9.3 µM; in the data active means inhibition mostly above about 23%, no sharp cut-off; inactive means mostly below about 18%;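 further: 0% = cells with DMSO and 100% = no-cell wells with DMSO; some compounds called inactive have numbers as strong as hits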
HTR5A ag ctr: HTR5A agonists in luminescence cell assay, primary screen, counter-screen for OPRM1-OPRD1 heterodimer agonist project, full-deck HTS; 5-hydroxytryptamine receptor 5A (Homo sapiens), P47898; cell-based; hit rate 0.61% among 340,000; activation, % at 9.3 µM; in the data active means activation mostly above about 9.5%, no sharp cut-off; inactive means mostly below about 7.6%;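 further: 0% = cells with vehicle only and 100% = reference agonist; strong numbers were not always called active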
OPRM1-OPRD1 ag: agonists of OPRM1-OPRD1 heterodimerization, primary screen, cell-based, luminescence | cells | activation, % at 9.3 µM | Mu-type opioid receptor (Homo sapiens) + Delta-type opioid receptor (Homo sapiens), … | hit rate 0.3% among 340,000; in the data active means activation above about 18%;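 further: 0% = vehicle-treated cells and 100% = reference agonist; values of inactives mirror those of a sister screen read the other way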
E coli growth: E. coli V3065 growth inhibition, primary screen, counter-screen for AddAB inhibitor project, absorbance, OD600; 18 h; hit rate 0.27% among 330,000; inhibition, % at 11.9 µM;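 active means inhibition above the campaign's mean inhibition across all tested compounds plus 3 SD, cut at about 9.9% in these data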;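 further: uninfected addAB+ strain grown without phage in ampicillin broth; 0% = DMSO wells and 100% = ciprofloxacin 0.95 µg/ml wells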
PKA-R1A activ: activators of PKA-R1A holoenzyme, primary screen, biochemical, fluorescence polarization, Cy5-IP20, bovine R1A, mouse PKAc | hit rate 0.083% among 340,000 | AID 504707, 2011 | activation, % at 11.4 µM | PKA-R1A dissociation; scaled: DMSO 0%, 113 µM cGMP 100%;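 active means percent activation above the mean of all tested compounds plus 3 SD, cut at about 19% in these data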;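 further: higher means more PKAc released from R1A so a rise in polarization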
PfHsp90 set2: growth inhibition of PfHsp90-expressing yeast, primary screen, antimalarial PfHsp90 inhibitor project, S. cerevisiae, BacTiter-Glo luminescence, single point, set 2; BacTiter-Glo ATP, 48 h; yeast lacking PDR1 and PDR3 efflux regulators; inhibition, % at 9.4 µM; hit rate 0.32% among 310,000; AID 504621, 2011;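 active means every replicate shows inhibition above about 80%, whatever the replicate mean, limit read from the data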;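 further: 0% = DMSO neutral controls and 100% = 20 µM radicicol positive controls; yeast relying on Plasmodium falciparum Hsp90 in place of its own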
Pemphigus Ab inh: inhibitors of pemphigus antibody binding to DSG3, primary screen, biochemical, bead-based, flow cytometry, scFv-GFP | Desmoglein-3 (Homo sapiens), P32926 | DSG3-coupled beads, scFv-anti-DSG3-GFP binding; active compounds read low | binding (percent of control), % at 10 µM | hit rate 0.48% among 310,000;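 active means binding more than 3 SD below its plate's average and above zero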;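 further: hits lower antibody fragment binding to DSG3; some compounds called inactive have numbers as strong as hits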
Target sequence (P32926 whole entry, looked up, the tested form may be a part): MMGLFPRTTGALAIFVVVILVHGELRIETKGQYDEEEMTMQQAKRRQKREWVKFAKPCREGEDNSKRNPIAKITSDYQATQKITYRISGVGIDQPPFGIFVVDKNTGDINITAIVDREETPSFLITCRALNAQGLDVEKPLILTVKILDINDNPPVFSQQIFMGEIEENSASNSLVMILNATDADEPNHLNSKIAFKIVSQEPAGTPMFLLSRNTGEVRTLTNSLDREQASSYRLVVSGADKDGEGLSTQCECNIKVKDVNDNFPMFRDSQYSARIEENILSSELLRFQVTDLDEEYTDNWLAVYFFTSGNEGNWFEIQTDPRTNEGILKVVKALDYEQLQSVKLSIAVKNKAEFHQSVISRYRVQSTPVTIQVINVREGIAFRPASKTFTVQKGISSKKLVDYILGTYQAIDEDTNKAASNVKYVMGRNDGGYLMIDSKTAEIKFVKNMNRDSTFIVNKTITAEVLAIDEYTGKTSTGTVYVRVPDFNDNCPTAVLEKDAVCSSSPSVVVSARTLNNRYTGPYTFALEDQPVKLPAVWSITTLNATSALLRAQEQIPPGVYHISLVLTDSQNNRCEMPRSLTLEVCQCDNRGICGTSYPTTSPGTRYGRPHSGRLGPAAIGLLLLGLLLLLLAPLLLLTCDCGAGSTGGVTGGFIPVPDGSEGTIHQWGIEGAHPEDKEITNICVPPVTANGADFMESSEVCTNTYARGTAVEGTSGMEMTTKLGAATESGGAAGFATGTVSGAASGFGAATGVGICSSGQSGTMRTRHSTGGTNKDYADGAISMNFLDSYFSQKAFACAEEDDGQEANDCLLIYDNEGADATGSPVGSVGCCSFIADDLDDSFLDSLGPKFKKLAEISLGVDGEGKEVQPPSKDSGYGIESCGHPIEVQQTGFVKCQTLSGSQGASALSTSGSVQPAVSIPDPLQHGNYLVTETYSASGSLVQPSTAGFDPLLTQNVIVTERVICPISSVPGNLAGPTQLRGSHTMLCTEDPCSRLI
MOR-DOR inv ag: inverse agonists of MOR-DOR heterodimerization, primary screen, cell-based, luminescence | Mu-type opioid receptor (Homo sapiens) + Delta-type opioid receptor (Homo sapiens), … | cell-based MOR-DOR heterodimer luminescence, inverse agonism | inhibition, % at 9.3 µM | hit rate 0.21% among 340,000 | AID 504357, 2011; in the data active means inhibition above about 22%, passing the limit was not always enough;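 further: 0% = cells with DMSO and 100% = wells without cells with DMSO; values of inactives mirror those of a sister screen read the other way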
phage Ecoli inh: growth loss of phage-infected E. coli, primary screen, RecBCD inhibitor project, absorbance, with phage, HTS | inhibition, % at 11.9 µM | hit rate 0.26% among 360,000 | AID 651602, 2012; in the data active means inhibition above about 11%
An asterisk follows results filed as active; x = not tested or not shown.

Preview:
SMILES	AddAB inh	Mot1-301 SUMO	HTR5A inv ag	HTR5A ag ctr	OPRM1-OPRD1 ag	E coli growth	PKA-R1A activ	PfHsp90 set2	Pemphigus Ab inh	MOR-DOR inv ag	phage Ecoli inh
CC(=O)Nc1cccc(NC(=O)CSc2nc3c(=O)n(C)c(=O)n(C)c3n2C)c1	-0.4	-7	-11	-6	-1.1	0.1	-5	0	97	6	-1.1
CC(C)C(C(=O)Nc1cccnc1)N1C(=O)c2ccccc2C1=O (stereo unspecified)	0.0	7	22	3	-2.6	0.2	1	10	101	13	1.2
C=CCSc1nnc(Cc2c(C)[nH]c3ccccc23)o1	0.4	30	8	-3	-2.6	-0.9	11	14	105	13	1.8
CCc1cccc2c(C(=O)C(F)(F)F)cn(CC(=O)NCC3CCCO3)c12 (stereo unspecified)	1.9	-8	3	0	-5.1	1.6	-9	11	109	24	4.5
COCCCNC(=O)C1CCCN(C(=O)Nc2ccc(OC)cc2)C1 (stereo unspecified)	0.3	-14	6	0	-2.1	0.8	-1	-7	101	10	-1.2

The list itself, from the first entry:
SMILES	AddAB inh	Mot1-301 SUMO	HTR5A inv ag	HTR5A ag ctr	OPRM1-OPRD1 ag	E coli growth	PKA-R1A activ	PfHsp90 set2	Pemphigus Ab inh	MOR-DOR inv ag	phage Ecoli inh
CC(=O)Nc1cccc(NC(=O)CSc2nc3c(=O)n(C)c(=O)n(C)c3n2C)c1	-0.4	-7	-11	-6	-1.1	0.1	-5	0	97	6	-1.1
CC(C)C(C(=O)Nc1cccnc1)N1C(=O)c2ccccc2C1=O (stereo unspecified)	0.0	7	22	3	-2.6	0.2	1	10	101	13	1.2
C=CCSc1nnc(Cc2c(C)[nH]c3ccccc23)o1	0.4	30	8	-3	-2.6	-0.9	11	14	105	13	1.8
CCc1cccc2c(C(=O)C(F)(F)F)cn(CC(=O)NCC3CCCO3)c12 (stereo unspecified)	1.9	-8	3	0	-5.1	1.6	-9	11	109	24	4.5
COCCCNC(=O)C1CCCN(C(=O)Nc2ccc(OC)cc2)C1 (stereo unspecified)	0.3	-14	6	0	-2.1	0.8	-1	-7	101	10	-1.2
CCCCn1c(=O)[nH]c(=O)c2c1nc(-c1ccc(OCC)cc1)n2CC	4.0	7	-3	-1	0.9	-0.4	-3	-11	91	-6	1.4
COc1cc(C)nc(NS(=O)(=O)c2ccccc2)n1	2.9	7	-1	6	-0.9	-0.6	-13	-2	105	4	3.4
Cc1ccccc1NC(=O)CSc1nnc(NC(=O)C2CC2)s1	1.5	-3	-11	4	1.5	-1.2	-7	13	106	-12	1.5
COc1cccc(NC(=O)Cc2nnc(SCC(=O)NC3CCCCC3)n2C)c1	4.2	-5	-6	2	1.4	1.8	-2	-8	x	-10	1.4
NC(=O)CSc1nnc(CSc2ncccn2)n1-c1ccccc1	-0.2	-4	20	2	-4.2	-1.4	-5	10	79	21	5.9
CC1CCC(NC(=O)CN(C)S(=O)(=O)c2cnc[nH]2)CC1 (stereo unspecified)	0.5	3	-16	-1	-0.3	1.9	0	-3	98	2	4.0
O=[N+]([O-])c1ccc(/C=N/NC(=S)Nc2ccccc2F)o1	5.7	-2	-24	8	3.8	1.6	-7	-8	84	-24	6.8
CCOCCCNC(=O)CN1N=C(c2ccc(C)cc2)CCC1=O	1.6	375	0	0	-4.6	3.9	-5	12	88	21	0.8
Brc1ccc(-c2csc(N3CCCCCC3)n2)cc1	0.5	7	-40	-7	-0.5	-0.6	-6	-34	112	3	-2.1
CCOc1cc(-c2sc(Nc3ccc(CC)cc3)n[n+]2-c2ccccc2)ccc1OC	1.1	1	-25	0	-2.5	-4.3	10	1	107	15	1.3
CCOC(=O)c1c(NC(=O)C(Sc2ccccc2)c2ccccc2)sc(C(N)=O)c1C (stereo unspecified)	-1.7	-9	4	1	1.5	-0.3	0	13	97	-8	0.6
Brc1ccc(-c2ccc(CNCc3ccccn3)o2)cc1	-3.1	-9	-12	3	1.7	-5.1	0	7	123	-8	-1.9
CC1CCC2C(=O)N(c3cc(Cl)ccc3OC(=O)c3ccco3)C(=O)C2C1 (stereo unspecified)	x	x	-33	-3	-1.1	x	5	-5	x	7	2.4
COc1ccc(C(=O)Nc2nc3ccc(OC)cc3s2)cc1	x	6	-26	7	4.9	x	3	-11	107	-23	0.0
O=C(Nc1ccc(F)c(Cl)c1)C1CC2CCC1C2 (stereo unspecified)	0.1	0	2	6	2.0	-1.8	0	-24	114	-10	4.5
Cc1oc2cc(O)ccc2c(=O)c1-c1nncn1-c1ccccc1	0.4	-3	11	-4	-1.6	-0.8	-22	-15	99	9	1.9
C=C1CC(C)OC(c2ccccc2OCC(O)CN2CCCCC2)C1 (stereo unspecified)	1.5	x	0	0	-3.4	2.1	15	x	105	17	0.7
CC(C)NC(=O)C1CCN(C2CCN(CC3CC=CCC3)CC2)CC1 (stereo unspecified)	2.7	-4	-12	-6	-0.1	-1.2	-5	2	107	1	3.3
CC(Sc1nncn1C)C(=O)Nc1ccccc1-c1ccccc1 (stereo unspecified)	3.8	-9	-11	5	0.0	0.8	-10	-8	102	0	0.4
CCOC(=O)c1cc(C(C)=O)n2ccccc12	0.9	-8	14	1	-1.1	0.2	7	23	82	6	3.5
Cn1c(=O)[nH]c(=O)c2c1[nH]c(=S)n2Cc1ccc(Cl)cc1	-1.6	4	-7	2	-2.3	-0.4	15	-2	100	13	4.1
COc1ccc(NS(=O)(=O)c2cccc(C(=O)NNC(=O)c3cc(C)oc3C)c2)cc1	3.0	-1	-17	5	-2.0	-0.2	-4	-20	103	10	1.7
O=C(N/C(=C\c1ccc(F)cc1)C(=O)N1CCOCC1)c1ccccc1	3.8	-27	-1	2	-1.3	1.6	-5	3	100	8	-0.1
COc1ccc(-n2c(SCC(=O)Nc3ccccc3)nnc2-c2ccoc2C)cc1	1.1	11	-2	1	1.3	-3.5	-13	-3	x	-8	0.6
O=C(COc1ccc2c3c(c(=O)oc2c1)CCC3)N1CCN(c2ccccc2)CC1	3.0	5	15	-4	-0.2	2.9	-10	-22	x	1	0.3
C=CCn1c(C)cc(C(=O)CSc2nc3ccccc3c(=O)[nH]2)c1C	0.9	-4	4	6	4.0	0.8	-7	100*	118	-24	0.8
OCCN(CCO)c1ncnc2c1oc1ccc(Br)cc12	-1.4	139	-1	0	-0.7	-1.6	7	-15	101	3	0.0
CCC(C)C(=O)Nc1nnc(SCC(=O)N2C(C)CCCC2C)s1 (stereo unspecified)	4.1	177	3	-1	0.9	-1.3	-5	0	111	-7	-1.1
CC(C)(C)S(=O)N1Cc2cc(=O)n(Cc3ccccc3)cc2[C@@H]1CCO (stereo partly specified)	x	x	15	-4	-2.6	x	0	-11	103	12	0.1
CC(C)OP(=O)(OC(C)C)C(NC(=O)c1cccc([N+](=O)[O-])c1)C(N)=O (stereo unspecified)	-0.9	-1	31	-5	-0.7	-2.9	-8	-10	104	4	3.5
CCOC(=O)c1ccc(NC(=O)c2cc(S(=O)(=O)N3CCOCC3)ccc2O)cc1	2.8	-12	3	2	-1.5	1.1	1	-2	97	7	3.3
COc1cc(-c2noc(C)c2-c2ccc3[nH]ccc3c2)cc(OC)c1OC	3.4	286	-22	-1	-1.3	-2.1	-6	-7	100	7	x
Cc1cccc(NC(=O)C2COc3ccccc3O2)n1 (stereo unspecified)	0.2	6	-7	2	-2.7	-1.5	-3	-7	113	14	1.9
Cc1c(NC(=O)c2ccc3c(c2)OCO3)cccc1-c1nc2ncccc2o1	0.2	-20	-20	7	0.1	-1.7	-3	-6	105	-1	-0.5
COc1ccc(-n2ncc3c(N4CCC(C)CC4)ncnc32)cc1	-0.4	-6	-5	2	3.4	-0.9	-6	1	98	-20	3.4
Cc1cc(=O)oc2cc(OC(C)C(=O)Nc3ccc(N4CCCCC4)cc3)ccc12 (stereo unspecified)	3.1	96	16	-1	1.6	2.4	-11	-7	x	-9	-0.1
CCCN1Cc2cccc(C(=O)Nc3ccc(S(=O)(=O)N4CCCCCC4)cc3)c2C1=O	x	x	-20	-1	-3.6	x	1	-4	98	21	-0.2
CC1=NN(C(N)=S)C(=O)C1N=Nc1cc(Cl)ccc1Cl (stereo unspecified)	5.0	354	-9	2	-0.2	9.6	-4	-39	99	1	3.6
Cc1ccc(S(=O)(=O)N2CC(C)N(C(=O)N3CCOCC3)C2C)cc1 (stereo unspecified)	-1.2	12	10	-4	-1.8	3.0	-7	23	107	10	1.4
COc1ccc(C(CNC(=O)c2cccc(S(=O)(=O)N3CCOCC3)c2)N2CCCC2)cc1 (stereo unspecified)	2.9	-8	-22	9	-4.5	1.6	-17	-3	x	18	0.6
COc1ccc(CCNC(=O)c2c(O)c3ccccc3[nH]c2=O)cc1OC	x	-13	9	-2	0.7	x	-10	-3	99	-3	-1.1
Cc1ccnc2nc(C(=O)OCC(=O)N(Cc3ccccc3)C(C)C)nn12	0.3	8	-17	6	-1.6	1.2	-5	-20	x	7	3.4
NC(=O)NCC1CC1	3.1	6	8	2	-2.8	2.1	1	1	102	16	3.3

2 entries from above, in CSV form:
Molecule,AddAB inh,Mot1-301 SUMO,HTR5A inv ag,HTR5A ag ctr,OPRM1-OPRD1 ag,E coli growth,PKA-R1A activ,PfHsp90 set2,Pemphigus Ab inh,MOR-DOR inv ag,phage Ecoli inh
CCCN1Cc2cccc(C(=O)Nc3ccc(S(=O)(=O)N4CCCCCC4)cc3)c2C1=O,x,x,-20,-1,-3.6,x,1,-4,98,21,-0.2
CC1=NN(C(N)=S)C(=O)C1N=Nc1cc(Cl)ccc1Cl (stereo unspecified),5.0,354,-9,2,-0.2,9.6,-4,-39,99,1,3.6
